# Cneo AK release: causes C. neoformans cell lysis. adenylate kinase release luminescence, 4 h; normalised: neutral wells 0, clomiphene wells 100. lysis activity, % at 15 µM. 360,000 compounds, 0.2% hits. AID 651654;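 active = mean lysis activity across replicates of at least 80%, whatever share of replicates individually reach that level; inactive = mean lysis activity below 80%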
#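 Assay system: log-phase C. neoformans yeast / Quantity: yeast cell density of 5 × 10^6 cells/mL / Medium: fresh YPD growth medium / Compound: single dose / Timing: static 4 h at 37 °C with compound, 1 h detection / Measured by: adenylate kinase release luminescence / Read-out: lysis from increased AK signal / Benchmarks: Clomiphene as positive lysis control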
# miR122 inh: inhibitors of miR-122 in Huh7 cells. 340,000 compounds, 0.3% hits. activation (reporter increase), % at 12.5 µM. AID 602342. Huh7 miR-122 Renilla luciferase sensor, 48 h; neutral wells = 0, positive control = 100;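 active = mean replicate activation score at least 90 and every replicate individually at or above 90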;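 note: higher luciferase means less miR-122 activity so hits act as miR-122 inhibitors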
# Casp6 inh: blocks human caspase-6 cleavage activity; purified caspase-6, Z-VEID-R110 cleavage fluorescence; inhibition, % at 12.5 µM; 350,000 compounds, 0.53% hits; AID 686996;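 active = mean inhibition across replicates at least about 35%, with every replicate also reaching that limit, limit read from the data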;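 note: 0% = median of neutral control wells and 100% = no fluorescence left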
# Target sequence (P55212 24-179 limits assumed): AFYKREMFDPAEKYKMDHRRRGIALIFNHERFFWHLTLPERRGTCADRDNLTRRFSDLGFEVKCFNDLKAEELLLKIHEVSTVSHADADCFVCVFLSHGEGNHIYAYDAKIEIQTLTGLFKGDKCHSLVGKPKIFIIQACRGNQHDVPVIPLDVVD
# Target sequence (P55212 194-293 limits assumed): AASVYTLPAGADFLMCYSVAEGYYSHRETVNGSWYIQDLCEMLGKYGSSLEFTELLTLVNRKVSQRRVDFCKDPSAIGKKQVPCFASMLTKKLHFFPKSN
# PGC1a acetyl inh: modulators of PGC1a acetylation. inhibition, % at 15.6 µM. AID 651687. U2OS PGC1a acetylation, AlphaScreen anti-acetyl-lysine; with virally co-expressed GCN5 acetyltransferase. 350,000 compounds, 0.17% hits;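 active = every replicate shows inhibition of at least 40%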;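 note: 0% = neutral control wells and 100% = positive control wells; some results beyond the cut were filed as inactive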
# PAX8 inh HTS: lowers PAX8-driven luciferase in RMG-I cells. RMG-I TPO-luciferase reporter, SteadyGlo, 24 h. inhibition, % at 12.6 µM. 360,000 compounds, 1.2% hits;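 active = mean replicate inhibition at least 60% with every replicate also reaching 60%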;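 note: luciferase light reporting Pax8 driven TPO promoter activity; plate controls were median of neutral control wells for no effect and mitoxantrone controls for full effect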
# FN deposit inh: fibronectin deposition inhibition; AH1F fibroblasts, Alexa488-fibronectin deposition fluorescence, overnight; inhibition, % at 12.6 µM; 350,000 compounds, 0.086% hits; AID 743247;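 active = mean inhibition across replicates of 30% or more, regardless of how many single replicates reach that level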;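 note: positive control wells lacked labelled fibronectin entirely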
#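 Material: AH1F fibroblasts assembling fluorescent fibronectin matrix; amount: 10000 AH1F cells/well; medium: DMEM, 2% serum; reagent: Alexa488-fibronectin, 24 nM final in well; dosing: single compound dose, delivered by pin transfer; incubation: 1 h adhesion, overnight exposure; detection: fluorescence after three HBSS washes, excitation 485 nm, emission 525 nm; measure: fibronectin deposition inhibition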
# LGR2 inh: blocks bursicon-induced cAMP signaling via Drosophila LGR2; 380,000 compounds, 0.35% hits; HEK293 LGR2, CRE-luciferase, bursicon-stimulated, 4 h; AID 720647; inhibition, % at 9.99 µM;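 active = drop in luminescence signal, shown as inhibition above about 50% in the replicate tests, limit read from the data, passing the limit was not always enough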;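 note: agonist challenge used bursicon conditioned medium at about half maximal strength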
# EWS-Fli inh: EWS/Fli transcriptional activity inhibition; A673 NR0B1-luciferase reporter, viability-normalised; inhibition, % at 12.6 µM; 350,000 compounds, 0.67% hits; AID 651661;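 active = mean inhibition of at least 50% after viability correction, with every replicate also passing that limit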;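 note: firefly luciferase signal divided by Alamar Blue viability fluorescence both relative to DMSO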
# Starred values were filed as active, the others as inactive; . = no result given; [ ] = another dose, or the depositor's remark.
SMILES,Cneo AK release,miR122 inh,Casp6 inh,PGC1a acetyl inh,PAX8 inh HTS,FN deposit inh,LGR2 inh,EWS-Fli inh
COCC(=O)Oc1cc(-c2ccc(C)cc2C)c(OC(=O)COC)c(-c2ccc(C)cc2C)c1,1,.,-5,.,39,8,18,-101
CCOc1cccc2c1OC1(CCCCC1)N1N=C(c3cccnc3)CC21 (configuration not stated),.,.,4,.,-129,3,.,2
CNC[C@H]1Oc2ccc(NS(=O)(=O)c3ccc(F)cc3)cc2C(=O)N([C@H](C)CO)C[C@H]1C,.,10[16.7 µM],.,-4,4,.,-3,-13
CN1CC(=O)N(CC(=O)NC2CCCCC2)C1=O,2,-6,-1,.,-15,-5,16,6
Cc1ccc(CSC2=NCCN2C(=O)c2ccc(S(=O)(=O)N(C)C)cc2)cc1,.,.,-1,.,2,5,2,8
COc1ccccc1N(CN1CCCC1=O)C(=O)COc1ccccc1,0,2,.,-2,.,4,.,.
COc1ccccc1NC(=O)N1CC(=O)N2[C@H](CO)[C@@H](c3ccc(C#CC(C)C)cc3)[C@H]2C1,.,.,4,3,21,-9,6,0
CCCN1C[C@@H](C)[C@@H](OC)CN(C)C(=O)c2ccc(NC(=O)c3cccc(F)c3)cc2OC[C@@H]1C,0,.,-3,-16,20,14,-4,4
O=C(c1ccncc1)N1C[C@@H]2[C@H](c3ccccc31)[C@@H](CO)N2Cc1ccccc1F,-5,0[16.7 µM],0,-37,0,-2,-1,6
CN1C(=O)c2cc(NC(=O)C3CCCC3)ccc2OC[C@@H]2O[C@@H](CC(=O)O)CC[C@@H]21,-3,10[16.7 µM],0,-1,-3,3,5,-4
COc1ccc(OC)c(-n2c(SCC(C)=O)nnc2-c2cccc(S(=O)(=O)N(C)C)c2)c1,.,1,.,9,12,-5,.,.
C[C@H](CO)N1C[C@H](C)[C@H](CN(C)C(=O)Nc2ccc(F)cc2)Oc2ccc(NC(=O)Cn3cnnn3)cc2CC1=O,.,6[16.7 µM],.,-1,-14,.,0,-1
CCCNS(=O)(=O)c1ccc(CCC(=O)NCc2ccco2)cc1,2,2,.,13,15,5,.,.
CC(C)c1ccc(CC(=O)N2CCC2(C)C(=O)NCc2cccc3ccccc23)cc1 (configuration not stated),-1,1,-2,-6,33,.,5,1
COCc1cc(Sc2c(Cl)cccc2Cl)nc(-c2ccccc2)n1,2,-2,.,-1,.,.,0,.
Cc1cc(-c2ccccc2)n2nc(N)nc2n1,11,-1,0,-2,-8,-8,-4,-5
O=C(COC(=O)C1CC1)NCc1ccccc1,1,-9,1,4,.,-4,5,-8
CCNC(=O)[C@H]1[C@H](CO)[C@H]2Cn3c(ccc(-c4cccc(F)c4)c3=O)[C@@H]1N2C(=O)c1cnccn1,-1,-5[16.7 µM],-1,4,-7,.,-5,14
C[C@H](CO)N1C[C@H](C)[C@H](CN(C)Cc2ccc(C(=O)O)cc2)OCCCC[C@H](C)Oc2ccc(NC(=O)Nc3ccc4c(c3)OCO4)cc2C1=O,1,8[16.7 µM],-1,6,-19,.,20,-18
CC(=O)N1c2ccc(S(=O)(=O)N(C)CC(=O)NC3CCCC3)cc2CC1C (configuration not stated),1,-3,-3,6,-6,8,6,.
O=C(N/N=C/c1cccnc1)c1cc(-c2cccs2)nc2ccccc12,6,10,.,-1,18,-1,11,.
O=C(c1ccc(-c2cc(O)c3ncccc3c2)cc1)N1CCNCC1,-4,-1,-79,9,-32,-15,-60,-53
CCCC#Cc1cnc2c(c1)C(=O)N([C@H](C)CO)C[C@@H](C)[C@@H](CN(C)C(=O)Nc1ccc(OC)cc1)O2,-1,-4[16.7 µM],3,-1,.,0,13,-8
CC(C)CNS(=O)(=O)c1ccccc1C(=O)N1CCCCC1,-2,66,.,0,-14,-1,.,.
O=C(Nc1ccc(F)c(Cl)c1)c1ccc2nc([C@@H]3O[C@H](CO)[C@H](O)[C@H](O)[C@H]3O)[nH]c2c1,2,-3,0,-4,-1,-2,-14,-8
COCCNc1nc(Nc2ccc(C(=O)OC)cc2)c2sccc2n1,-1,11,3,-14,-5,.,-8,-1
COc1ccc(C)cc1NC(=O)CN1C(=O)COc2ccc(S(=O)(=O)N3CCCCC3)cc21,6,10,3,-9,-2,-3,6,.
Cc1ccc(-c2ccc3c(c2)O[C@H](CN(C)C)[C@H](C)CN([C@@H](C)CO)S3(=O)=O)cc1,-3,-6[16.7 µM],-2,-11,5,0,1,0
CO[C@@H]1CN(C)C(=O)c2ccc(NC(=O)c3ccc(F)cc3)cc2OC[C@@H](C)N(C(C)=O)C[C@@H]1C,2,.,.,-3,-12,6,-8,-7
CC1(C)Cc2cccc(C(=O)Nc3ccc(F)cc3F)c2O1,.,.,-2,3,0,5,-7,19
O=C(NCc1ccco1)c1cccc2c1C(=O)c1ccc(N3CCC(N4CCCCC4)CC3)cc1S2(=O)=O,-1,3,-4,-10,-11,-8,0,-1
N#C[C@@H]1[C@H](c2ccc(-c3ccccc3F)cc2)[C@H](CO)N1C(=O)Cc1ccccc1,1,.,-1,4,-3,-8,-3,1
c1ccc(-c2csc3ncnc(N4CCN(Cc5ccc6c(c5)OCO6)CC4)c23)cc1,1,.,3,8,-6,-3,12,10
C[C@@H]1CCCCO[C@H](CN(C)CC2CCCCC2)[C@@H](C)CN([C@H](C)CO)C(=O)c2cc(NC(=O)CCC(F)(F)F)ccc2O1,-3,7[16.7 µM],.,-1,11,.,8,0
COc1ccc(C2(C(=O)Nc3ccc(C(=O)O)cc3)CCOCC2)cc1,-2,-7,.,-2,-10,-2,.,.
C[C@@H](O)C#Cc1cnc2c(c1)C(=O)N([C@@H](C)CO)C[C@H](C)[C@@H](CN(C)CC1CCCCC1)O2,0,-2[16.7 µM],2,8,.,5,-10,5
CCCC(NC(=S)NCC1CCCO1)C12CC3CC(CC(C3)C1)C2 (configuration not stated),.,.,1,-45,0,1,30,23
COc1cccc(NC(=O)c2ccc(S(=O)(=O)N3CCCCC3)cc2)c1,1,-1,-2,7,19,1,11,3
O=C(CCC(=O)Nc1ccccc1Cl)NNC(=O)COc1ccc([N+](=O)[O-])cc1,-1,-9,-4,-2,-3,0,-3,0
CCOc1c2ccc(C(=O)NCc3ccc4c(c3)OCO4)cc2nn1CCOC,-1,4,1,10,0,-6,6,-12
CCNC(COC(=O)c1ccc([N+](=O)[O-])cc1)C1CCCCC1 (configuration not stated),.,.,0,.,-27,.,-4,-7
COc1cc(SC)ccc1C(=O)Nc1cc(C)ccn1,.,-7,.,-4,-102,-4,6,.
O=S(=O)(Nc1ccc(S(=O)(=O)Nc2nccs2)cc1)c1ccc(Br)cc1,-3,-3,-1,.,1,-7,7,3
Cc1cc(Cl)ccc1NC(=S)N1CCOCC1,-1,-9,0,-3,-26,-2,3,1
Cc1ccnc2nc(C(=O)OCC(=O)Nc3ccc([N+](=O)[O-])cc3Br)nn12,-1,-1,-2,-3,-9,1,-7,0
CCCCNC(=O)c1sc2ncnc(N3CCc4ccccc4C3)c2c1C,6,-1,6,5,.,.,11,6
O=C(NC1CCCCC1)c1ccc2c(c1)S(=O)(=O)c1ccccc1C2=O,1,1,.,0,-4,1,-20,10
Cc1ccnc(NC(=S)NC(=O)c2cccs2)c1,-18,5,1,9,-290,3,.,-51
CSc1cccc(NC(=S)NCCCN2CCN(c3ccc(F)cc3)CC2)c1,0,0,0,6,8,5,-1,3
CCc1nc2ccc(C(=O)NCc3ccccc3OC)cn2c1N(C)C(=O)Cc1ccccc1,-1,-1,17,.,-4,2,-13,1
O=C(NCc1cccnc1)c1ccc(Br)o1,-2,2,-58,3,1,-5,-7,9
COc1cc(CC(=O)OCC(=O)Nc2ccc3c(c2)OCCO3)cc(OC)c1OC,.,.,2,.,-17,-5,-13,9
CC=Cc1ccc2n(c1=O)C[C@H]1[C@H](CO)[C@@H](C(=O)NCC3CC3)N(Cc3ccccc3)[C@@H]21 (mixture of isomers),4,-6[16.7 µM],2,1,-2,.,2,-5
CCN1[C@@H]2c3ccc(-c4ccc(F)cc4)c(=O)n3C[C@@H]2[C@@H](CO)[C@@H]1C(=O)Nc1ccccc1,.,.,-2,-2,.,.,-13,42
O=C(C1CCCC1)N1CCC(CC2CC(c3cccc(Br)c3)=NO2)(C(=O)NCC2CCCCC2)CC1 (configuration not stated),3,-4,-1,-15,2,8,3,14
CCN(CC)C(=O)CN1C(=O)c2cccc3cccc(c23)C1=O,.,-5,0,-8,29,13,-2,6
Cc1ccc(NC(=O)CSc2nc3ccccc3c(=O)[nH]2)cc1[N+](=O)[O-],1,-4,-3,-5,.,-2,2,-9
C[C@@H]1CN([C@H](C)CO)C(=O)c2cc(NC(=O)Cc3ccccc3)ccc2O[C@@H](C)CCCCO[C@@H]1CN(C)S(=O)(=O)c1cn(C)cn1,1,-8[16.7 µM],.,4,3,.,-21,-5
O=C(C1CCCN(S(=O)(=O)c2cc(Cl)ccc2Cl)C1)N1CCCC1 (configuration not stated),4,.,-5,.,10,.,7,.

# Compound activity as filed in PubChem BioAssay.
